Source: PubChem (several laboratories)
E coli Lon inh – E. coli protease La inhibition; inhibition, % at 7.94 µM; AID 602123; 360,000 compounds, 0.42% hits; purified E. coli Lon protease, fluorescence polarization; in the data active means inhibition above about 13%, passing the limit was not always enough;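 further: 0% = enzyme with probe and DMSO and 100% = no enzyme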
Rin1-Abl PPI inh – blocks binding of human Rin1 to Abl. P00519+Q13671. TR-FRET Rin1/Abl binding, biochemical. inhibition, % at 7.35 µM. 360,000 compounds, 0.4% hits. AID 588664; in the data active means inhibition above about 5%, passing the limit was not always enough
FAS TE block – inhibitors of human fatty acid synthase thioesterase domain; P49327; AID 602261; inhibition, % at 15 µM; recombinant FAS-TE, OMFH fluorogenic substrate, fluorescence endpoint; 360,000 compounds, 0.67% hits;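 active means compounds whose normalised, plate-corrected inhibition of enzyme fluorescence in the single-dose primary screen is 50% or more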;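 further: 0% = DMSO with enzyme and 100% = substrate without enzyme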
SKN-1 block – blocks SKN-1 activity in C. elegans; inhibition, % at 21.8 µM; C. elegans VP596 Pgst-4::GFP/RFP ratio, acrylamide-induced, 24 h; 360,000 compounds, 0.49% hits;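 active means interference check ratio from 0.5 to 1.5 plus GFP to RFP signal ratio inhibition reaching or exceeding a fixed threshold, cut at about 30% in these data, passing the limit was not always enough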; further: some compounds called inactive have numbers as strong as hits
NRP1-CendR mod – NRP-1/CendR interaction modulation. 360,000 compounds, 0.85% hits. inhibition, % at 25 µM. FAM-RPARPAR peptide binding to NRP-1, fluorescence polarization;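 active means inhibition or corrected inhibition above about 18%, plus a signal ratio from 0.5 to 1.5, limit read from the data, passing the limit was not always enough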; further: strong numbers were not always called active
MsrA inh – bovine MsrA inhibition | purified bovine MsrA, absorbance read-out | inhibition, % at 15.5 µM | 360,000 compounds, 0.75% hits | AID 651718; in the data active means inhibition above about 4.5%;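 further: 0% = vehicle wells with enzyme and 100% = reference inhibitor wells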
Neddyl block – inhibitors of human cullin neddylation | TR-FRET cullin neddylation, biochemical | calls only at 25 µM | 360,000 compounds, 0.58% hits | AID 651699; in the data active means inhibition above about 36%
Target sequence (P61081 whole entry, looked up): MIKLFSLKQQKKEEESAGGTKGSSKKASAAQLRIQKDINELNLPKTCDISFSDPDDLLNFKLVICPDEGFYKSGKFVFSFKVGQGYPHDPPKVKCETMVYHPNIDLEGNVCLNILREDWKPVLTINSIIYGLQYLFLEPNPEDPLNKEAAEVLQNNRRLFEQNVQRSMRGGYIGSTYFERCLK
Target sequence (Q13564 whole entry, looked up): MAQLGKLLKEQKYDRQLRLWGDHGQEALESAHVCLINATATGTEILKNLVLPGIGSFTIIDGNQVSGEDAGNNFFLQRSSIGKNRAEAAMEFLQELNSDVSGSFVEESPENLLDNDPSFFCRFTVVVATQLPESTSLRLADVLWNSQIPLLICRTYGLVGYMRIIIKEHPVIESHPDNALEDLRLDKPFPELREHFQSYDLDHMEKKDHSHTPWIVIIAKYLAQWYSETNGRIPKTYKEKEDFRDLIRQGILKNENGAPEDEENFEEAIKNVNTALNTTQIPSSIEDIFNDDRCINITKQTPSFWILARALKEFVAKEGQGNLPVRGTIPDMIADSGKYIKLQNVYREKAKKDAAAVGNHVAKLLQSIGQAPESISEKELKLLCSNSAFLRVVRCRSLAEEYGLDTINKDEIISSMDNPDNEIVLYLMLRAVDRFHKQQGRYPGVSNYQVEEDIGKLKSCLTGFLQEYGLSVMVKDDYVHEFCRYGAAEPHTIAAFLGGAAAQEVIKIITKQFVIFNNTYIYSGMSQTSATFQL
bovine MsrA act – activators of bovine methionine sulfoxide reductase A | 360,000 compounds, 0.3% hits | purified bovine MsrA, absorbance read-out | activation, % at 10.6 µM; in the data active means activation above about 7.5%;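 further: 0% = vehicle and 100% = reference activator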
MT1-MMP act inh – inhibitors of human MT1-MMP activation | P50281 | HT1080 RFP-PRO-GFP cells, GFP/RFP ratio fluorescence, overnight; percent of plate control window, DMSO zero | GFP/RFP ratio change, % at 20 µM | 360,000 compounds, 0.061% hits | AID 651647;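 active means GFP/RFP ratio change of at least 30% with cell ATP level not reduced by more than half and red fluorescence within 50% of control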; further: strong numbers were not always called active
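Material – HT1080 RFP-PRO-GFP cells · Control set – DMSO wells and RFP-L50D-GFP cells · Incubation – overnight cell settling, then overnight compound exposure, 37 °C, 5% CO2 · Compound dosing – single-point 20 µM compound, 1% DMSO · Read-out – GFP/RFP fluorescence ratio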
Active calls of the source: *; i = inactive; · = not tested or not shown.

The first 13 records (preview)
SMILES	E coli Lon inh	Rin1-Abl PPI inh	FAS TE block	SKN-1 block	NRP1-CendR mod	MsrA inh	Neddyl block	bovine MsrA act	MT1-MMP act inh
C/C(=N\NC(=O)c1c(Cl)cnn1C)c1cccc(NC(=O)C(C)C)c1	-2	0	-7	3	-6	0.8	i	3	5
O=C(Nc1cc(S(=O)(=O)N2CCCCC2)ccc1N1CCCCC1)C1CC1	-6	0	13	5	-18	0.7	i	-5	1
CCC(=O)NC(Nc1sc2c(c1C(=O)OC)CCN(C)C2)(C(F)(F)F)C(F)(F)F	2	-3	-15	12	-11	-0.5	i	-10	-4
COC(=O)Cc1cc(=O)oc2cc(OC)ccc12	1	5	-9	5	3	1.6	·	-5	5
Cc1ccc(S(=O)(=O)c2cccc(S(=O)(=O)N3CCOCC3)c2)cc1S(=O)(=O)N1CCOCC1	7	-1	12	26	0	2.0	i	1	7
COCCC(=O)NC12CC3CC(CC(C3)C1)C2	-8	0	-7	-13	5	-0.8	i	-2	-5
Cc1ccc(OCC(=O)N(C)CC(=O)N(CC(C)C)c2c(N)n(CC(C)C)c(=O)[nH]c2=O)c(C)c1	8	3	-1	4	0	-1.5	i	0	6
COCCCNC(=O)C1CC(=O)N(CCc2ccccc2)C1 (configuration not stated)	-4	-1	-8	-21	0	-0.7	i	0	0
Cc1cccc(Nc2c([N+](=O)[O-])c(=O)oc3ccccc23)c1	2	-2	7	2	2	0.2	i	-4	-4
COC(=O)c1ccc(N(C(=O)CNC(=O)c2ccco2)C(C(=O)NCC2CCCO2)c2ccc(OC)c(OC)c2)cc1 (configuration not stated)	-6	2	-5	19	-1	-1.7	i	0	-3
CCOCCCNC(=O)C1CCCN(S(=O)(=O)CC)C1 (configuration not stated)	-3	0	-4	22	-6	-0.2	i	-3	-2
CCCCC(=O)NC(Nc1nc(C2CC2)cs1)(C(=O)OCC)C(F)(F)F (configuration not stated)	-8	-5	-2	-17	3	-0.8	i	-3	-6
CCC(CC)C(=O)Nc1cccc(C(=O)c2ccccc2)c1	2	-4	0	-5	4	-0.1	i	-8	4

Main list, from the first entry:
SMILES	E coli Lon inh	Rin1-Abl PPI inh	FAS TE block	SKN-1 block	NRP1-CendR mod	MsrA inh	Neddyl block	bovine MsrA act	MT1-MMP act inh
C/C(=N\NC(=O)c1c(Cl)cnn1C)c1cccc(NC(=O)C(C)C)c1	-2	0	-7	3	-6	0.8	i	3	5
O=C(Nc1cc(S(=O)(=O)N2CCCCC2)ccc1N1CCCCC1)C1CC1	-6	0	13	5	-18	0.7	i	-5	1
CCC(=O)NC(Nc1sc2c(c1C(=O)OC)CCN(C)C2)(C(F)(F)F)C(F)(F)F	2	-3	-15	12	-11	-0.5	i	-10	-4
COC(=O)Cc1cc(=O)oc2cc(OC)ccc12	1	5	-9	5	3	1.6	·	-5	5
Cc1ccc(S(=O)(=O)c2cccc(S(=O)(=O)N3CCOCC3)c2)cc1S(=O)(=O)N1CCOCC1	7	-1	12	26	0	2.0	i	1	7
COCCC(=O)NC12CC3CC(CC(C3)C1)C2	-8	0	-7	-13	5	-0.8	i	-2	-5
Cc1ccc(OCC(=O)N(C)CC(=O)N(CC(C)C)c2c(N)n(CC(C)C)c(=O)[nH]c2=O)c(C)c1	8	3	-1	4	0	-1.5	i	0	6
COCCCNC(=O)C1CC(=O)N(CCc2ccccc2)C1 (configuration not stated)	-4	-1	-8	-21	0	-0.7	i	0	0
Cc1cccc(Nc2c([N+](=O)[O-])c(=O)oc3ccccc23)c1	2	-2	7	2	2	0.2	i	-4	-4
COC(=O)c1ccc(N(C(=O)CNC(=O)c2ccco2)C(C(=O)NCC2CCCO2)c2ccc(OC)c(OC)c2)cc1 (configuration not stated)	-6	2	-5	19	-1	-1.7	i	0	-3
CCOCCCNC(=O)C1CCCN(S(=O)(=O)CC)C1 (configuration not stated)	-3	0	-4	22	-6	-0.2	i	-3	-2
CCCCC(=O)NC(Nc1nc(C2CC2)cs1)(C(=O)OCC)C(F)(F)F (configuration not stated)	-8	-5	-2	-17	3	-0.8	i	-3	-6
CCC(CC)C(=O)Nc1cccc(C(=O)c2ccccc2)c1	2	-4	0	-5	4	-0.1	i	-8	4
COCCCN1C(=O)c2[nH]nc(-c3ccccc3O)c2C1c1ccc(Cl)cc1 (configuration not stated)	0	5	-56	27	-5	0.0	i	-2	-8
O=c1nc(-c2ccccc2)n(-c2ccccc2)[nH]1	-7	4	-11	-3	-10	-1.1	·	-3	1
CNC(=O)c1c(NC(=O)c2ccc(S(=O)(=O)N3CCCCC3)cc2)sc2c1CCN(C(C)C)C2	-88	-1	-14	-6	-61	0.9	i	-13	-23
COc1ccc2nc3cc(Cl)ccc3c(C#N)c2c1	11	-2	-2	-1	1	0.6	i	-1	-7
Cc1[nH]n(C(N)=S)c(=O)c1N=Nc1ccc(S(=O)(=O)N2CCCCCC2)cc1	0	-2	-1	-12	10	2.3	i	-5	9
COc1cc(NC(=O)COc2ccc(C)c(C)c2)ccc1NC(=O)c1ccco1	-1	3	21	15	-19	-0.4	i	-1	1
Cc1ccc(S(=O)(=O)N2[C@@H](c3ccc(C(C)(C)C)cc3)C(C(=O)O)=CC[C@H]2c2ccc(Cl)c(Cl)c2)cc1	-10	-2	55*	8	-27	0.3	i	-3	-8
COc1ccccc1NS(=O)(=O)c1cc(NC(=O)CCC2CCCC2)ccc1N1CCOCC1	10	4	-1	8	6	1.2	i	0	0
C=C(C)CN(Cc1ccccc1)C(=S)Nc1ccccc1	-1	-1	8	0	3	-1.6	i	-3	-10
c1ccc(CCC2CCCCN2Cc2nc(C3CC3)no2)cc1 (configuration not stated)	4	2	3	-5	7	-1.1	i	-12	-1
Cc1sc2ncnc(NC3CCN(Cc4ccccc4)CC3)c2c1C	-2	1	8	2	12	0.1	i	-2	-6
O=C(c1ccccc1)c1ncc(C(F)(F)F)cc1Cl	-13	-1	1	-15	-13	-0.5	i	0	3
COC(=O)CN1C(=O)N/C(=C/c2ccccc2OC)C1=O	-5	-2	-6	-8	-2	3.4	i	-4	-1
Cc1ccc(S(=O)(=O)N2CCOCC2)cc1NC(=O)COc1ccc(-c2nnco2)cc1	-4	1	5	-19	-3	-1.1	i	-8	2
CCc1cccc(N=c2c([N+](=O)[O-])nn(-c3ccc(Cl)cc3)n2O)c1	1	-1	22	12	-4	5.4*	i	-3	2
O=C(CCCOc1ccccc1)Nc1cc(S(=O)(=O)N2CCOCC2)ccc1N1CCOCC1	5	1	0	-2	2	-1.1	i	-2	-2
O=c1[nH]c(SCc2ccccc2Cl)nc2c1CCC2	2	-2	-1	-5	8	-0.8	i	-2	4
O=C(Nc1ccccc1OC(F)F)c1ccccc1	0	2	0	6	-11	-0.7	i	-8	-4
O=C(O)[C@@H]1CCCN1C(=O)CCc1c[nH]c2ccccc12	-5	1	-10	-2	-6	0.1	i	-5	1
Cc1cc(C)c(C)c(OCCNCc2ccccc2)c1	-5	1	2	4	15	1.6	i	-1	3
O=C(CCn1c(=O)[nH]c2ccccc2c1=O)Nc1ccccc1	-1	2	-4	23	6	-0.7	i	-1	1
COc1cc(SC)ccc1C(=O)OCC(=O)NCC(C)C	-2	0	0	7	-6	-0.2	i	-2	2
COc1ccccc1NC(=O)NNC(=O)COc1ccc2ccccc2c1	-3	0	0	-7	4	-0.5	i	-4	5
CC(=O)C1CCC2C3CC(C)C4(O)CC(=O)CCC4(C)C3C(O)CC12C (configuration not stated)	-3	1	-6	-3	12	3.0	i	-6	-2
NC(=O)c1ccc2nc(-c3ccccc3)c(-c3ccccc3)nc2c1	6	-1	1	17	4	-0.2	i	-6	3
N#Cc1ccc(NC(=O)CN2C(=O)NC(Cc3ccccc3)C2=O)cc1 (configuration not stated)	1	4	-2	-4	6	0.3	i	-5	-3
O=C(CN(C(=O)CSc1nnc(COc2ccccc2)o1)c1ccc(F)cc1)NC1CCCC1	-6	3	8	3	-2	0.0	i	-1	-11
COc1ccccc1Nc1nc(N)nc(CSc2nccn2C)n1	2	2	-10	-3	13	-1.6	i	-1	-1
CN(C)/C=C/C(=O)c1ccc([N+](=O)[O-])c(CS(=O)(=O)c2ccc(Cl)cc2)c1	4	1	32	3	-11	0.8	i	-3	-1
FC(F)(F)c1ccccc1Cc1c(-c2ccco2)nc2ccc(Br)cn12	-12	-10	12	-5	-23	0.7	i	-5	0
C[C@@]12CC(=O)NC1N(C(=O)c1ccccc1)C(c1ccccc1OC(=O)c1ccccc1)C2 (some centres not stated)	-10	-2	-11	-24	-5	-0.4	i	-11	-5
O=C(c1ccccc1)C1CCc2occc2C1=O (configuration not stated)	-7	-6	-6	3	15	0.1	i	-1	1
COc1cccc(CN2CC(C(=O)N3CCCO3)CCC2=O)c1 (configuration not stated)	3	-1	-5	13	5	0.6	i	-1	1
CCOC(=O)C1=C(CS(=O)(=O)c2ccccc2)NC(=O)NC1c1cccc(OC)c1 (configuration not stated)	-6	0	-8	9	11	-0.3	i	-3	3
OCCn1c(SC2CCCCC2)nc2ccccc21	-1	-2	-3	8	9	0.7	i	-3	5
CCN(CC)c1ccc(NC(=O)c2cc(Cl)ccc2OC)cc1	-4	-1	21	16	10	0.9	i	-4	-2
CC1C(=O)C(C)(C)C(=O)OC1c1ccccc1 (configuration not stated)	-4	-2	-5	8	1	0.0	i	-3	3
Clc1cc2cccnc2c2ccccc12	-3	-9	10	11	0	0.7	i	-1	-1
CN1CC(=O)N(CC(=O)NCc2ccc3c(c2)OCO3)C1=O	-14	2	-16	-11	-8	1.4	i	-11	-1
Cc1ccc2[nH]c(=O)c3cc(C(=O)N(C)c4ccc(C)c(C)c4)sc3c2c1	5	-3	-3	-2	-1	2.0	i	-4	-12
Cc1ccc(Cn2cc(C(=O)c3ccc(F)cc3)c(=O)c3cc4c(cc32)OCCO4)cc1	-3	0	21	18	-4	-0.2	i	0	0
CCN1C(=O)C(O)(CC(=O)c2c(C)coc2C)c2ccccc21 (configuration not stated)	0	2	-7	-2	6	-0.9	i	-3	4
Nc1ccc(-c2nc3ccc(-c4nc5ccccc5o4)cc3[nH]2)cc1	3	-1	1	16	-5	4.0	·	-4	8
CC(=O)C1=CCC(c2ccc(C(C)C)cc2)N(S(=O)(=O)c2ccc(C)cc2)C1 (configuration not stated)	1	-1	17	4	0	0.1	i	-1	-7
COc1ccc(C2NC(=O)NC(C)=C2C(=O)OC2CCCCC2)cc1OC (configuration not stated)	-1	-3	2	0	1	-0.9	i	-2	-1
COc1ccccc1N(CC(=O)Nc1cc(S(=O)(=O)N(C)C)ccc1C)S(=O)(=O)c1cccs1	7	3	13	0	7	0.3	i	-2	0
O=C(c1ccco1)n1nc(-c2ccccc2)nc1SCc1ccccc1	-1	0	31	19	-5	-1.2	i	-1	0
O=C(CCN1C(=O)COc2ccccc21)NCCN1CCOCC1	-1	5	-2	-15	-6	-1.2	i	-10	22
CCOC(=O)C(NC=O)(NC(C)(C)C)C(=O)OCC	1	-1	-5	-19	-4	-0.7	i	-3	5

Arranged by molar mass (rising): part of the list above.
SMILES	E coli Lon inh	Rin1-Abl PPI inh	FAS TE block	SKN-1 block	NRP1-CendR mod	MsrA inh	Neddyl block	bovine MsrA act	MT1-MMP act inh
N#Cc1ccc(NC(=O)CN2C(=O)NC(Cc3ccccc3)C2=O)cc1 (configuration not stated)	1	4	-2	-4	6	0.3	i	-5	-3
Cc1ccc(S(=O)(=O)N2CCOCC2)cc1NC(=O)COc1ccc(-c2nnco2)cc1	-4	1	5	-19	-3	-1.1	i	-8	2
COc1ccccc1N(CC(=O)Nc1cc(S(=O)(=O)N(C)C)ccc1C)S(=O)(=O)c1cccs1	7	3	13	0	7	0.3	i	-2	0
